High-throughput results from PubChem.
tim23-1 inh: growth inhibitors of tim23-1 mutant yeast; S. cerevisiae tim23-1 growth, BacTiter-Glo luminescence, 24 h; inhibition, % at 20 µM; hit rate 1.3% among 330,000;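 active = growth inhibition of the mutant yeast at or above 50%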;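 also: temperature-sensitive mutant grown at 25 °C; plate controls were DMSO-treated mutant yeast for no effect and medium wells lacking yeast for full effect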
UPR CHOP act: apoptotic UPR (CHOP) activation; CHO-CHOP luciferase reporter, luminescence; percent of tunicamycin response over DMSO baseline; activation, % at 10 µM; hit rate 0.34% among 330,000; AID 449763;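 active = at 10 µM dose, activation of 40% or more, normalized to positive control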;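 also: 100% = tunicamycin at 10 µg/mL and 0% = DMSO alone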
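System: CHO CHOP reporter cells. Amount: 500 cells per well. Buffer or medium: F12 medium, 10% FBS. Compound dosing: one dose, 10 µM in 0.5% DMSO. Incubation: 6 h compound exposure at 37 °C after overnight seeding. Technique: Steady-Glo luciferase luminescence. Benchmarks: tunicamycin and DMSO controls.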
Mdm2-MdmX inh: human Mdm2/MdmX binding inhibition. SaOS-2 split-luciferase Mdm2/MdmX complementation, luminescence. inhibition, % at 8 µM. AID 485346. hit rate 3% among 330,000;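 active = inhibition of at least 50% at 8 µM in the primary screen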
CXCR6 block: inhibitors of human CXCR6 receptor | CHO-K1 PathHunter CXCR6 beta-arrestin, luminescence | inhibition, % at 20 µM | hit rate 0.36% among 360,000 | AID 602244; in the data active = inhibition above about 34%, passing the limit was not always enough;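 also: antagonist mode with CXCL16 agonist at 10 nM final; 0% = 10 nM CXCL16 with DMSO and 100% = unstimulated wells without agonist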
Target sequence (O00574 whole entry, looked up): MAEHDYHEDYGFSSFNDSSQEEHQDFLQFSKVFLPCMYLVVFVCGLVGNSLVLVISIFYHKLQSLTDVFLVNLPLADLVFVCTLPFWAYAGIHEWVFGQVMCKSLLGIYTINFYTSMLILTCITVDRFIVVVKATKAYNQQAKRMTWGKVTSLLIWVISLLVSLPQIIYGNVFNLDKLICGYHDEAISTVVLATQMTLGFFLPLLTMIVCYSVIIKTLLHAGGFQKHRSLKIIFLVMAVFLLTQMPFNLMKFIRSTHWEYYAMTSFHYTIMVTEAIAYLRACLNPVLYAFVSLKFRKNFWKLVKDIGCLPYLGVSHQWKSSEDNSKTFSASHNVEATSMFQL
APJ antagonist: antagonists of human APJ apelin receptor. hit rate 0.32% among 330,000. inhibition, % at 20 µM. CHO-K1 APJ beta-arrestin complementation, luminescence;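 active = inhibition above about 40% at 20 µM, limit read from the data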;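 also: cells challenged with 10 nM apelin-13 agonist together with compound; plate controls were apelin-13 plus DMSO wells for no effect and DMSO wells lacking apelin-13 for full effect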
Target sequence (P35414 whole entry, looked up): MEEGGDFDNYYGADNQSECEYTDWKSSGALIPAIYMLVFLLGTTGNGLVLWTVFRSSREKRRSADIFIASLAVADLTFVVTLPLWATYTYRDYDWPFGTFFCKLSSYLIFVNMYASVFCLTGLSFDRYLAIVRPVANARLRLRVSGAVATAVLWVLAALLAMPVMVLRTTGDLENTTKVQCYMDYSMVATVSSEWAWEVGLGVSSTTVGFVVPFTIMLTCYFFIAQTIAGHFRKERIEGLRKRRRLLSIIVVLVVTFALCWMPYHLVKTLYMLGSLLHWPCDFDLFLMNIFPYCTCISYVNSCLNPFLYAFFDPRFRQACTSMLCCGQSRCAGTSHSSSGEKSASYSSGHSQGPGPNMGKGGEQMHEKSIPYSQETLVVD
CCR6 antagonist: blocks CCL20-driven beta-arrestin recruitment at human CCR6; P51684; CHO-K1 CCR6 PathHunter beta-arrestin, luminescence, CCL20-stimulated; inhibition, % at 20 µM; hit rate 0.49% among 340,000; AID 493098;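 active = compounds whose inhibition of the agonist-driven luminescence signal at 20 µM reaches about 50%, limit read from the data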;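 also: cells stimulated with CCL20 at 14 nM final; plate controls were DMSO with CCL20 for no effect and DMSO without agonist for full effect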
EBI2 antag: antagonists of human EBI2 receptor | P32249 | EBI2 beta-arrestin recruitment, luminescence, 7a,25-OHC stimulated | inhibition, % at 5 µM | hit rate 0.81% among 360,000; in the data active = inhibition above about 38%;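 also: enzyme fragment complementation signal reports receptor beta-arrestin coupling in cells; 0% = agonist plus DMSO wells and 100% = wells without agonist; some results beyond the cut were filed as inactive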
Target sequence (P32249 whole entry, looked up, the tested form may be a part): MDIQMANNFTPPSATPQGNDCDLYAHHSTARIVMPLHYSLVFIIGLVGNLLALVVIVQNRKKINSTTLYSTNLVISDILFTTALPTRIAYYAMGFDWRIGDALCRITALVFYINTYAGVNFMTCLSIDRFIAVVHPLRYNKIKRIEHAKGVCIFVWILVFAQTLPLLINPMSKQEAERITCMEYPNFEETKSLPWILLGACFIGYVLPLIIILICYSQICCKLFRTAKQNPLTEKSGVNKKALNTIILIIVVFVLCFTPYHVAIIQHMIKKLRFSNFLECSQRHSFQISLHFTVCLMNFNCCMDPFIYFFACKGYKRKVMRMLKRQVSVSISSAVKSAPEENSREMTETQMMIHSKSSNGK
UPR XBP1 act: adaptive UPR (XBP1) activation. activation, % at 20 µM. AID 463104. CHO-XBP1 luciferase reporter, IRE1-XBP1 UPR activation, luminescence; percent of tunicamycin response, DMSO as zero. hit rate 0.33% among 330,000;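 active = versus positive control, 20 µM dose yields 30% or more activation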;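 also: 100% = tunicamycin at 10 µg/mL and 0% = DMSO only wells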
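Signal: luciferase luminescence; Assay system: CHO-XBP1 luciferase reporter cells; Amount: one thousand reporter cells per well; Dosing: 20 µM single concentration, DMSO 1%; Benchmarks: high control tunicamycin 10 µg/mL final, low control DMSO vehicle only; Schedule: 6 h compound exposure at 37 °C, 5% CO2; Evaluation: percent activation relative to tunicamycin reference.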
APJ agonist: activates the human apelin receptor APJ; P35414; CHO-K1 APJ PathHunter beta-arrestin, luminescence; 0% DMSO wells, 100% apelin; activation, % at 20 µM; hit rate 0.11% among 330,000; AID 2520;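 active = activation more than six SD over the plate average, tested at 20 µM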;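 also: 0% = DMSO alone and 100% = apelin-13 at 10 nM; some results filed as inactive read as strong as hits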
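Incubation: overnight seeding, 90 min compound at 25 °C, 1 h detection; test system: PathHunter CHO-K1 APJ (AGTRL-1) beta-arrestin reporter cells; amount: 1000 cells/well; doses: one dose, 20 µM compound, 1% DMSO; measured by: beta-gal luminescence; measure: agonist-driven arrestin binding to APJ; benchmarks: negative DMSO alone, positive Apelin-13 at 10 nM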
* hit, by the source's call; · = not tested or not shown.

#	SMILES	tim23-1 inh	UPR CHOP act	Mdm2-MdmX inh	CXCR6 block	APJ antagonist
1	Cc1ccc(NC(=O)CCN2CC(C)OC(C)C2)cc1C (configuration not stated)	-1	3.9	1	-8	-3
2	c1ccc(-c2nnc(N3CCCC3)nc2-c2ccccc2)cc1	40	-0.4	-9	5	20
3	Cc1cccc(-n2nnnc2SCC(=O)NCC2CCCO2)c1 (configuration not stated)	8	-1.1	9	-5	5
4	CSc1cccc(CNC(=O)C2CCC(=O)N(Cc3cccc(C(F)(F)F)c3)C2)c1 (configuration not stated)	1	6.4	-39	6	14
5	O=C(N[C@@H](c1ccccc1)[C@@H]1C[C@H]1C(=O)O)OCc1ccccc1	-8	-1.3	23	-8	10
6	CCc1c(C)c(C#N)c2nc3ccccc3n2c1NC	2	1.1	17	-8	-4
7	Cc1ccc(CN2C(=O)CCC2C(=O)NCCCN2CCCCC2C)cc1 (configuration not stated)	-4	-3.2	17	-3	10
8	O=C(CCC(=O)N1CCSc2ccccc21)NCc1ccc(Cl)cc1	19	1.4	6	-3	-3
9	COc1ccccc1CNC(=O)CSc1nc2c(oc3ccccc32)c(=O)n1CC1CCCO1 (configuration not stated)	-9	2.5	9	4	4
10	COc1ccc(N(CC(=O)NC2CCCC2)C(=O)c2ccc(C)s2)c(OC)c1	24	-1.3	-11	1	-9

#	CCR6 antagonist	EBI2 antag	UPR XBP1 act	APJ agonist
1	7	-8	-1	-3
2	15	-10	-1	-1
3	7	-9	-1	2
4	24	7	3	3
5	-4	-8	-1	9
6	2	2	6	-1
7	0	-2	-4	-4
8	-1	2	3	-4
9	4	3	2	9
10	19	6	-2	1

(list continues)
#	SMILES	tim23-1 inh	UPR CHOP act	Mdm2-MdmX inh	CXCR6 block	APJ antagonist
11	O=C(CCC1CCCN(C(=O)c2cccc(F)c2)C1)N1CCN(c2ccccn2)CC1 (configuration not stated)	8	0.4	4	-2	13
12	COc1ccc(N2CC(C(=O)N[C@@H](C)C(=O)NC3CCCC3)CC2=O)cc1 (some centres not stated)	6	2.5	-4	-3	-7
13	Cc1nc(C)c(C(=O)Nc2cccc(C)c2C)o1	12	0.3	4	-1	9
14	COc1ccc(NC(=O)CC(Cc2ccccc2)C(=O)O)cc1 (configuration not stated)	5	-1.2	24	0	3
15	O=C(c1cccc(NS(=O)(=O)c2cccc(C(F)(F)F)c2)c1)N1CCOCC1	16	3.1	17	-1	25
16	COc1cc(CCCN2C(=S)NC[C@H]2Cc2ccc(O)cc2)cc(OC)c1OC	12	0.7	-1	3	5
17	C=CCn1c(SCC(=O)N2CCOCC2)nc(O)cc1=O	4	2.4	1	-5	15
18	N/C(=N\OC(=O)CCCN1C(=O)c2ccccc2C1=O)c1ccc(Br)cc1	21	-2.2	2	-4	6
19	C1CN(c2nc3nonc3nc2N2CCSCC2)CCO1	-3	0.0	7	8	-4
20	O=C1CC(NC23CC4CC(CC(C4)C2)C3)C(=O)N1c1ccc2c(c1)OCO2 (configuration not stated)	-9	1.2	1	2	13

#	CCR6 antagonist	EBI2 antag	UPR XBP1 act	APJ agonist
11	0	-4	0	-4
12	6	1	-2	-1
13	7	-7	1	-1
14	7	0	1	-2
15	3	-10	-5	0
16	0	8	3	7
17	-3	-21	-1	3
18	-2	-4	-2	-3
19	6	-17	-5	0
20	1	-9	-4	-4

The results go on.
#	SMILES	tim23-1 inh	UPR CHOP act	Mdm2-MdmX inh	CXCR6 block	APJ antagonist
21	CC(=O)NNC(=O)CSc1nnc(-c2ccccc2)c(-c2ccccc2)n1	12	-0.6	4	-8	0
22	CCOC(=O)Cc1csc(N/N=C\c2ccccc2OC)n1	32	4.3	-23	2	3
23	Cc1ccc(S(=O)(=O)NCCC(=O)N2CCOCC2)cc1C	10	-2.7	3	0	-13
24	N#CCc1ccc(NC(=O)c2ccccc2C(=O)Nc2ccc(CC#N)cc2)cc1	11	5.0	1	-4	-3
25	COCCNc1nc(C)cc(-c2cc(-c3ccc(Cl)cc3)on2)n1	11	1.7	-14	-5	-1
26	CC(=O)NCCOc1c(C)cc(S(N)(=O)=O)cc1C	-3	-3.0	12	-4	-13
27	Cc1onc(-c2c(F)cccc2Cl)c1C(=O)O/N=C(\N)c1ccc([N+](=O)[O-])o1	8	2.1	11	-15	-60
28	COc1ccc(Cn2c(CCC(=O)NCc3ccco3)nc3cccnc32)cc1	17	1.7	9	1	-11
29	COc1ccc(C(C)=O)cc1CN1C(=O)NC2(CCCC2)C1=O	13	-1.3	3	-4	-4
30	Cc1cccc(OCC(=O)NCc2ccncc2)c1C	-3	0.5	-6	0	14

#	CCR6 antagonist	EBI2 antag	UPR XBP1 act	APJ agonist
21	13	2	0	1
22	15	-1	1	-1
23	1	-4	-3	1
24	11	5	3	-3
25	-3	3	1	-5
26	-3	3	-5	-4
27	7	7	-1	15
28	2	-2	1	-3
29	5	1	0	-1
30	5	2	-3	-3

(continued)
#	SMILES	tim23-1 inh	UPR CHOP act	Mdm2-MdmX inh	CXCR6 block	APJ antagonist
31	O=C(CSc1ccc2nnc(CCNC(=O)c3ccccc3)n2n1)NCc1ccco1	-1	1.0	23	-2	17
32	CCN(CC)c1ccc(/C=N/NC(=O)OC(C)(C)C)cc1	42	13	-5	1	-7
33	O=C(COC(=O)c1ccc(Cl)cc1O)NCCN1C(=O)CSC1=O	6	0.1	-5	6	-25
34	CC1(C)CC(=O)C(C(C2=C(O)CC(C)(C)CC2=O)c2cccc(O)c2)C(=O)C1 (configuration not stated)	15	-0.8	-12	-10	5
35	CCCCCCc1cc2cc(/C(N)=N/NC(=O)c3ccncc3)c(=O)oc2cc1O	5	2.9	65*	-5	-46
36	N#CC[C@H](Cc1ccccc1)N1CC[C@@H](NC(=O)OCc2ccccc2)CCC1=O	14	0.7	-32	0	8
37	CCN(CCNC(=O)C1CCN(c2nnc(-n3cccc3)s2)CC1)c1ccccc1	16	1.7	-9	-4	-70
38	COc1cc(C)c(S(=O)(=O)n2c([N+](=O)[O-])cnc2C)cc1C	4	0.7	15	-2	7
39	CC(C)OCCCNC(=O)C1CCC(=O)N1C1CCCC1 (configuration not stated)	22	1.1	6	-7	6
40	COc1ccc(C(=O)OCC(=O)NCCCc2ccccc2)c(OC)c1	6	0.3	-35	6	8

#	CCR6 antagonist	EBI2 antag	UPR XBP1 act	APJ agonist
31	-9	2	-5	9
32	16	15	7	4
33	1	3	-4	-4
34	2	-7	2	-3
35	-5	-1	-2	1
36	11	0	-2	-1
37	12	2	-4	-2
38	-10	-2	-4	-1
39	-6	-13	-2	-4
40	7	2	-2	0

New compounds follow.
#	SMILES	tim23-1 inh	UPR CHOP act	Mdm2-MdmX inh	CXCR6 block	APJ antagonist
41	Cc1noc(C)c1CN1C(=O)c2ccc([N+](=O)[O-])cc2C1=O	22	0.6	-30	0	-6
42	CN1CCc2nc(SCC(=O)Nc3ccc(F)cc3)c(C#N)cc2C1	3	0.6	-4	·	12
43	COC(=O)Cc1c(C)nc2nc(-c3ccccc3)[nH]n2c1=O	1	0.7	16	-7	2
44	CC(OC(=O)C1CCC1)C(=O)Nc1cc(Cl)cc(Cl)c1 (configuration not stated)	31	0.1	-11	-4	13
45	Cc1nc2ccn(Cc3ccccc3)c(=O)c2cc1C(=O)N1CCN(c2ccccc2)CC1	12	-0.5	-8	-4	4
46	CCCCC(=O)N=c1sc2c(OC)ccc(OC)c2n1C	6	-1.9	-28	1	1
47	CCOCCn1[nH]c2ccccc2c1=O	4	0.2	21	-2	-13
48	O=c1oc(-c2ccccc2Br)nc2ccccc12	59*	5.2	65*	20	2
49	CC(NC(=O)c1ccccc1N)c1ccccc1 (configuration not stated)	13	-0.4	2	8	5
50	Cc1cc(N2CCN(c3ccccc3)CC2)n2nnnc2n1	6	-2.5	10	6	-1

#	CCR6 antagonist	EBI2 antag	UPR XBP1 act	APJ agonist
41	1	-12	1	5
42	·	·	1	-7
43	21	6	1	3
44	15	-9	-2	-8
45	12	8	-7	-1
46	5	1	1	-2
47	12	-5	-2	12
48	6	-2	15	-2
49	2	3	3	0
50	-3	-4	-4	5

Of the compounds above, 2 have a CF3 group:
#	SMILES	tim23-1 inh	UPR CHOP act	Mdm2-MdmX inh	CXCR6 block	APJ antagonist
4	CSc1cccc(CNC(=O)C2CCC(=O)N(Cc3cccc(C(F)(F)F)c3)C2)c1 (configuration not stated)	1	6.4	-39	6	14
15	O=C(c1cccc(NS(=O)(=O)c2cccc(C(F)(F)F)c2)c1)N1CCOCC1	16	3.1	17	-1	25

#	CCR6 antagonist	EBI2 antag	UPR XBP1 act	APJ agonist
4	24	7	3	3
15	3	-10	-5	0

Additional structures follow:
#	SMILES	tim23-1 inh	UPR CHOP act	Mdm2-MdmX inh	CXCR6 block	APJ antagonist
51	Cc1ccc(C)c(NC(=O)CSc2nnc(CCCCCNC(=O)OC(C)(C)C)o2)c1	23	-1.1	6	-2	-14
52	CCCCn1nnc(NC(=O)c2ccc(-c3cccc(Cl)c3)o2)n1	72*	2.2	-3	-9	-3
53	CCOC(=O)c1[nH]c(C)c(C(=O)OCC(=O)NCc2ccc(Cl)cc2)c1C	-3	1.2	10	8	2
54	Oc1c(I)cc(Cl)c2cccnc12	70*	0.3	92*	36*	17
55	O=c1c2cc(F)ccc2[nH]c(=S)n1CCCN1CCOCC1	-16	1.5	15	-5	10
56	O=C(NCC1CCCO1)c1ccc(COc2ccc(Cl)cc2)cc1 (configuration not stated)	39	0.3	11	-3	2
57	COc1ccccc1Nc1c([N+](=O)[O-])cncc1[N+](=O)[O-]	15	-0.5	-38	-18	-64
58	Cc1ccc(/C=C2/NC(=O)N(Cc3ccc(Br)cc3)C2=O)o1	14	1.8	45	7	25
59	O=C(COC(=O)/C=C/c1cccc(F)c1)Nc1ccc2[nH]c(=O)[nH]c2c1	3	-0.3	14	-2	6
60	S=c1[nH]ncc2ccccc12	9	0.1	17	1	12
61	CCCCOc1ccc(-c2cc(C(=O)NNC(=S)NCC)c3ccccc3n2)cc1	67*	-1.1	80*	6	23

#	CCR6 antagonist	EBI2 antag	UPR XBP1 act	APJ agonist
51	-17	0	0	1
52	6	6	4	-2
53	11	-8	-1	-1
54	55*	14	-1	-4
55	3	-10	-3	-4
56	18	12	0	-2
57	-19	-6	-1	5
58	12	13	-3	-3
59	3	4	0	0
60	2	2	-3	0
61	18	14	5	-7

Molecules above with a COOH group:
#	SMILES	tim23-1 inh	UPR CHOP act	Mdm2-MdmX inh	CXCR6 block	APJ antagonist
5	O=C(N[C@@H](c1ccccc1)[C@@H]1C[C@H]1C(=O)O)OCc1ccccc1	-8	-1.3	23	-8	10
14	COc1ccc(NC(=O)CC(Cc2ccccc2)C(=O)O)cc1 (configuration not stated)	5	-1.2	24	0	3

#	CCR6 antagonist	EBI2 antag	UPR XBP1 act	APJ agonist
5	-4	-8	-1	9
14	7	0	1	-2

An excerpt; count on the stated rates, not on these rows.
